HSF1 inhib – HSF1 inhibition; activity change, negative = inhibition, % at 7.5 µM (by protocol); AID 2098; actives 0.77% (n = 300,000); NIH3T3-HGL HSE-luciferase, MG132-induced, luminescence 8 h; stronger effect = lower value;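 active means more than half of replicate wells show activity change below -50%, luminescence cut by over half; inconclusive means some wells, but at most half, below -50%; inactive means no replicate well below -50%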;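 further: luciferase reports HSF-1 transcriptional activity via heat shock element; 0% = median of DMSO wells and -100% = zero luminescence signal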
GSK3 alpha inh – human GSK-3 alpha kinase inhibition | ADP-Glo luminescence, 60 min | inhibition, % at 10 µM | AID 2650 | actives 0.1% (n = 320,000) | P49840;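 in the data active means inhibition above about 50%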;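 further: GST-tagged GSK-3 alpha with peptide substrate and 25 µM ATP; 0% = DMSO neutral wells and 100% = GW8510 positive control wells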
Target sequence (P49840 whole entry, looked up): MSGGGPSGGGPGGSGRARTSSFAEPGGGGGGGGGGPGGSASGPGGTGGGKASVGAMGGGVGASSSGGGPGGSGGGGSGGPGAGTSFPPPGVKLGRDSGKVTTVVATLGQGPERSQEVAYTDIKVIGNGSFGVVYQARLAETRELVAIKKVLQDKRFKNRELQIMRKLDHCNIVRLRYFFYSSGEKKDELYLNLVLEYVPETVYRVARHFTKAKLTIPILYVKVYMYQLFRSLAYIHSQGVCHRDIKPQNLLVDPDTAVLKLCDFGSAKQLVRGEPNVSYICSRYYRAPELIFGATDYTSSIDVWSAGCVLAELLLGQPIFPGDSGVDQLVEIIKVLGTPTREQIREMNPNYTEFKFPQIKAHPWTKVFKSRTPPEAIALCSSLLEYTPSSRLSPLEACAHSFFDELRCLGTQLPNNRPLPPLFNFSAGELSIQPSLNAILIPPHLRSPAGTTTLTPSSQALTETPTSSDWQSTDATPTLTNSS
aSyn UTR inh – 5' untranslated region of α-synuclein, MLPCN primary screen. alpha-synuclein 5'UTR reporter, inhibitor activity. inhibition, % (tested at 7.5 µM). actives 0.82% (n = 300,000). AID 1813; in the data active means inhibition above about 60%; inconclusive means no clear call, values can overlap the other calls;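 further: H4 neuroglioblastoma cells stably carrying SNCA 5'UTR luciferase fusion; 0% = DMSO wells and 100% = positive control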
IEC-6 cytotox – kills IEC-6 intestinal cells in KLF5 counter-screen | IEC-6 cytotoxicity, luminescence viability | inhibition, % at 5 µM | AID 1825 | actives 0.78% (n = 290,000); in the data active means inhibition above about 22%;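 further: 0% = plate median of test compound wells and 100% = cytotoxic reference compound wells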
KLF5 inh – suppresses KLF5 promoter-driven expression; DLD-1 KLF5 promoter-luciferase reporter, luminescence; AID 1700; actives 0.23% (n = 290,000); inhibition, % at 5 µM;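 active means inhibition above a per-plate limit of that plate's mean compound inhibition plus 3 SD, cut at about 60% in these data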;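 further: 0% = DMSO wells and 100% = LY294002 at 200 µM; higher means less KLF5 promoter-driven luciferase light; inactives centre near -14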
HIF act – HIF pathway transcriptional activation | U2OS HRE-luciferase reporter, luminescence; normalized: DMSO 0%, desferrioxamine 100% | activation, % at 7.5 µM (by protocol) | actives 0.32% (n = 300,000) | AID 1910;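 active means mean activation of at least 10% of the iron chelator positive control signal, with at least half of replicates also reaching 10%; inconclusive means mean and replicate majority disagree about reaching 10%; inactive means mean and most replicates under 10%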
AI-2 QS mod – Vibrio harveyi AI-2 quorum sensing modulation | activity change, % at 7.5 µM | actives 0.4% (n = 300,000) | Vibrio harveyi JMH597 AI-2 luminescence/OD600 ratio, 9 h; stronger effect = lower value; strain lacks LuxN and CqsS sensors; 0 = neutral-control median | AID 2094; in the data active means activity change below about -75%, passing the limit was not always enough; inconclusive means no clear call, values can overlap the other calls;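 further: luminescence divided by OD600 gain over 9 h not by final OD600 alone; inactives centre near 13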
HSP90 refold inh – blocks HSP90-mediated luciferase refolding in reticulocyte lysate. Rabbit reticulocyte lysate, luciferase refolding luminescence, 3 h. inhibition, % at 5.6 µM. actives 0.91% (n = 290,000). AID 1789;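 active means inhibition above the screen-wide mean plus 3 SD, computed separately per campaign, cut at about 16% in these data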;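 further: 0% = DMSO wells and 100% = 60 µM geldanamycin wells; inhibitors lower the luminescence because luciferase stays unfolded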
GSK3B inh – blocks human GSK3beta kinase activity; P49841; GST-GSK3beta kinase, ADP-Glo luminescence, 60 min; stronger effect = lower value; activity score (negative = inhibition), % at 10 µM; actives 0.038% (n = 300,000);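 active means more than half of replicate wells score below -50%, meaning over 50% inhibition versus plate controls; inconclusive means some replicates but at most half score below -50%; inactive means no replicate scores below -50%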;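 further: 0% = median DMSO wells and -100% = median GW8510 positive control wells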
Target sequence (P49841 whole entry, looked up): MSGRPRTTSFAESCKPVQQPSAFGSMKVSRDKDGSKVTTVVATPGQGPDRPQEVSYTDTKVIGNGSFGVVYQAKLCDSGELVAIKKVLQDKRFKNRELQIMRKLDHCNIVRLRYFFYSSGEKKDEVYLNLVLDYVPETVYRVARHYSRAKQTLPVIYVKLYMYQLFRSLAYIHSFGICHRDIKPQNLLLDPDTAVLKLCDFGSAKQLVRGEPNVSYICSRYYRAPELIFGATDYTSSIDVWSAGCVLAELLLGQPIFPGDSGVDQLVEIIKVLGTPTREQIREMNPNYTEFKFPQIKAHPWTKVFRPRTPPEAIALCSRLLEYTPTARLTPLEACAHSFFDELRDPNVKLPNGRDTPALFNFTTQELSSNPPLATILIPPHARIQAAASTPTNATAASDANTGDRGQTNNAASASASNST
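Test system: GST-fused GSK3beta enzyme, cell-free | Quantity: 1.6 ng GST-GSK3beta enzyme per well | Reagent: 25 µM ATP with peptide substrate | Schedule: 60 min enzyme reaction, room temperature | Signal: Luminescent ADP-Glo measurement of ADP formed | Read-out basis: Score relative to plate controls | Control set: DMSO and 20 µM GW8510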
HSF1 activator – increases HSF-1 driven luciferase reporter signal. NIH3T3-HGL HSF-1 luciferase reporter, MG132, 8 h; 100% = twice DMSO control signal. activation, % at 9 µM. actives 1.7% (n = 300,000). AID 504408;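 active means mean replicate activation of at least 50% with a set share of replicates each reaching 50%; inconclusive means only one of those two conditions met; inactive means mean below 50% and too few replicates reaching it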;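 further: 0% = median of the neutral control wells and 100% = twice that signal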
Numbers without * were called inactive; ? = inconclusive; · = not tested or not shown.

SMILES	HSF1 inhib	GSK3 alpha inh	aSyn UTR inh	IEC-6 cytotox	KLF5 inh	HIF act	AI-2 QS mod	HSP90 refold inh	GSK3B inh	HSF1 activator
O=C(NCc1ccc2c(c1)OCO2)Nc1ccc(Cl)cc1	14	0	-57	-2	-50	0.4	-61	0	5	17
CCN1CCc2c(sc(NC(=S)NC(=O)c3ccc(Cl)cc3)c2C(N)=O)C1	-13	-1	-7	2	-19	0.2	-12	-1	9	-1
COc1ccc(OC)c(S(=O)(=O)Nc2cc3c4c(c2)CCC(=O)N4CCC3)c1	2	2	-6	·	·	-0.3	10	·	2	-8
CCOC(=O)N1CCN=C1SCc1ccc(Cl)c(Cl)c1	4	1	-13	0	-46	0.4	-8	-2	2	-2
C=CCSc1ccccc1C(=O)Nc1ncn[nH]1	-13	-1	4	-1	-34	1.1	20	-2	-2	-7
O=C(CSc1ncccn1)N/N=C/c1cccc([N+](=O)[O-])c1	2	1	14	-1	0	0.3	28	1	3	-7
CCCCCCC(=O)Nc1nc(C)c(-c2csc(Nc3cc(Cl)ccc3OC)n2)s1	3	2	21	-2	-12	-3.5	23	5	-2	18
COc1ccc(CNC(=O)CNC(=O)c2sc3ccccc3c2Cl)cc1OC	4	-2	-1	·	·	-0.1	8	·	2	6
COC(=O)COc1cc(C)cc2oc(=O)c(CC(=O)OC)c(C)c12	-4	0	-13	4	13	0.1	10	-1	3	11
Cn1c(N)c(S(=O)(=O)NCc2ccc(Cl)cc2)c(=O)n(C)c1=O	-5	4	4	-6	-9	0.4	7	-4	1	4
Cc1ccc(C(=O)N(CCc2ccccc2)Cc2ccccc2)cc1S(=O)(=O)N1CCCCC1	12	-1	4	·	·	0.1	11	·	1	4
CCOc1ccc(N(C(=O)C2CCCO2)C2C=CS(=O)(=O)C2)cc1 (stereo not drawn)	-3	-1	-10	1	19	-0.6	17	-3	0	-10

Individual results from the results shown:
In HIF act, `Cc1ccc(C(=O)N(CCc2ccccc2)Cc2ccccc2)cc1S(=O)(=O)N1CCCCC1` is listed with 0.1
In GSK3 alpha inh, `COc1ccc(CNC(=O)CNC(=O)c2sc3ccccc3c2Cl)cc1OC` is listed with -2
In IEC-6 cytotox, `O=C(NCc1ccc2c(c1)OCO2)Nc1ccc(Cl)cc1` is listed with -2
In GSK3B inh, `COc1ccc(OC)c(S(=O)(=O)Nc2cc3c4c(c2)CCC(=O)N4CCC3)c1` is listed with 2

Other entries follow:
SMILES	HSF1 inhib	GSK3 alpha inh	aSyn UTR inh	IEC-6 cytotox	KLF5 inh	HIF act	AI-2 QS mod	HSP90 refold inh	GSK3B inh	HSF1 activator
CCOC(=O)C1CCCN(CCC(=O)Nc2ccc(C)cc2)C1 (stereo not drawn)	4	0	-21	-4	-39	-0.1	19	-5	-4	10
CCNC(=O)c1ccc(OCC(=O)Nc2ccc(F)cc2)c(OC)c1	0	·	1	-7	8	1.1	0	-4	-4	40
CCO[C@H]1OC(C(=O)NC2CC2)=C[C@@H](C2CCCCC2)[C@@H]1CCCO	4	-1	20	·	·	-0.2	-6	·	-1	-15
O=C(Nc1ccc(Br)cc1)c1cnc[nH]1	10	1	-107	-2	-89	3.6	15	-3	2	-2
Cc1nc2ccccc2c(C)c1C(=O)c1ccc(F)cc1	?	1	-6	-7	-8	0.8	12	-5	-3	-53
COC(=O)c1nnn(CC(=O)Nc2ccc(C)c(F)c2)c1C(=O)OC	11	3	12	2	3	0.4	14	5	-1	30
COc1cc2cc(Oc3ccc4ccc(=O)oc4c3)c(=O)oc2cc1O	1	-1	-3	5	-18	0.4	-8	0	-5	4
CCCn1c(C(C)Nc2nc(-c3ccc(C)cc3)cs2)nc2ccccc21 (stereo not drawn)	-5	-1	2	2	-31	1.2	6	-4	-3	-8
COc1ccc2cc3cc(C(=O)NCC4CCCO4)oc3nc2c1 (stereo not drawn)	0	3	-51	-4	-35	1.8	23	1	2	11
CCOC(=O)N1CCN(C(=S)Nc2cccc(C)c2)CC1	0	-3	-5	-1	-25	-0.2	8	-1	4	-3
COC(=O)CNc1nc(-c2ccncc2)nc2ccccc12	-8	12	18	-4	-7	-1.6	5	8	1	7
CC(=O)n1cc(CO)c2ccccc21	-6	-1	3	0	-12	0.3	15	-7	1	1
COc1ccc(C(=O)NNC(=O)C2CCCO2)cc1 (stereo not drawn)	-2	-1	-1	2	-13	-0.2	7	-2	1	7
COc1ccc2nc(SC(C(=O)c3ccccc3)c3ccccc3)nc(C)c2c1 (stereo not drawn)	-10	-2	5	-3	-11	0.3	22	-1	-3	3
O=C(O)c1ccc(-n2nncc2-c2ccccc2)cc1	-1	0	16	4	-11	0.2	14	-1	-2	-4
O=C(NCCc1ccccc1)c1ccc(NC2=NC3CS(=O)(=O)CC3S2)cc1 (stereo not drawn)	0	2	-5	1	-27	0.1	19	-2	0	9
CCCN1C(=O)/C(=C/c2ccc(C)s2)SC1=Nc1ccc(OC)cc1	1	-3	15	-2	-14	-0.1	17	0	-1	-11
Cc1c(C(=O)NCc2ccco2)oc2ccccc12	3	0	-15	3	-25	0.9	1	0	-4	19
O=CN1CCN(C2CC(=O)N(c3ccc4c(c3)OCO4)C2=O)CC1 (stereo not drawn)	7	-2	-26	4	-9	-0.4	36	-1	-4	9
CC(C)(C)NS(=O)(=O)c1cccc(S(=O)(=O)c2cccc(S(=O)(=O)NC(C)(C)C)c2)c1	·	2	·	-2	-6	·	·	4	·	·
CCn1c(CNC(=O)c2ccccc2)nnc1SCC(=O)N1CCN(c2ccccc2)CC1	-4	-4	-8	-2	-24	0.9	1	-1	0	19
Cc1cnc(C(=O)N2CCCC(C(=O)c3ccc(C(C)(C)C)cc3)C2)cn1 (stereo not drawn)	2	3	-19	5	-14	0.6	0	1	-2	16
C=CCOc1cccc(C2/C(=C(/O)c3ccc(Cl)cc3)C(=O)C(=O)N2CCN2CCOCC2)c1 (stereo not drawn)	3	-2	-2	4	-8	-0.5	-5	1	5	9
CCC(C)N(NC(C)=O)c1nc(Cl)nc(NC(C)(C)C)n1 (stereo not drawn)	-2	-4	8	9	-26	-0.8	11	3	0	4

In another format: results already given
Values run as follows: HSF1 inhib | GSK3 alpha inh | aSyn UTR inh | IEC-6 cytotox | KLF5 inh | HIF act | AI-2 QS mod | HSP90 refold inh | GSK3B inh | HSF1 activator
COC(=O)COc1cc(C)cc2oc(=O)c(CC(=O)OC)c(C)c12
    -4 | 0 | -13 | 4 | 13 | 0.1 | 10 | -1 | 3 | 11
Cn1c(N)c(S(=O)(=O)NCc2ccc(Cl)cc2)c(=O)n(C)c1=O
    -5 | 4 | 4 | -6 | -9 | 0.4 | 7 | -4 | 1 | 4
Cc1ccc(C(=O)N(CCc2ccccc2)Cc2ccccc2)cc1S(=O)(=O)N1CCCCC1
    12 | -1 | 4 | · | · | 0.1 | 11 | · | 1 | 4
CCOc1ccc(N(C(=O)C2CCCO2)C2C=CS(=O)(=O)C2)cc1 (stereo not drawn)
    -3 | -1 | -10 | 1 | 19 | -0.6 | 17 | -3 | 0 | -10

Later entries.
SMILES	HSF1 inhib	GSK3 alpha inh	aSyn UTR inh	IEC-6 cytotox	KLF5 inh	HIF act	AI-2 QS mod	HSP90 refold inh	GSK3B inh	HSF1 activator
O=C(NCCCN1CCOCC1)c1ccc(Cl)c([N+](=O)[O-])c1	-3	-1	-23	·	·	-0.1	23	·	-4	-2
Nc1cc(-c2ccccc2)nn1Cc1ccccc1	-12	-1	-44	2	-6	-0.4	6	-1	-4	2
Cn1nccc1C(=O)OCC(=O)Nc1nc(-c2ccccc2)cs1	·	-1	-126	-2	-29	2.6	9	3	-5	·
Cc1ccc(C(C[N+](=O)[O-])c2c(C)cc3ccccn23)cc1 (stereo not drawn)	2	0	-5	-5	-24	-0.3	5	4	1	10
O=C(Cc1ncc(C(F)(F)F)cc1Cl)N1CCN(c2ccc(F)cc2)CC1	1	-2	11	-3	-12	-0.1	9	-1	3	6
CN(CCCN1c2ccccc2CCc2ccccc21)CC(=O)c1ccc(Cl)cc1	-2	-4	4	·	·	0.0	-3	·	-1	-10
O=C(CSc1nc2ncccc2[nH]1)c1cccc([N+](=O)[O-])c1	28	-1	20	-5	-9	0.4	26	2	0	66*
O=C(CSc1nnc(CNC(=O)c2ccccc2)o1)Nc1ccc2c(c1)OCCO2	-4	-1	-3	3	-22	-0.3	24	-5	2	-8
Cc1ccccc1OCC(=O)N1CCCCCCC1	-4	-1	-1	3	2	-3.1	35	-4	3	-12
CC(/C=C1\SC(=S)N(NC(=O)c2ccncc2)C1=O)=C\c1ccccc1	-5	1	3	-2	2	1.2	27	9	5	5
Cc1cc(NC(=O)c2ccccc2)no1	7	-5	-42	2	-34	4.8	13	0	0	23
CCOC(=O)C1(Cc2cccc(OC)c2)CCCN(Cc2cc(C(C)C)n[nH]2)C1 (stereo not drawn)	-3	-1	9	0	-41	-0.3	22	6	1	-2
CN(C)c1cc(-c2ccc(Cl)cc2Cl)oc(=O)c1Cl	5	-2	21	8	2	0.7	47	-2	-2	18
Cc1ccc(C(=O)N2CCOCC2)cc1Cl	-2	-2	3	-9	-27	0.0	11	-1	1	-8
CCCC(=O)Nc1ccc2nc(SCC(=O)N3CCCC3)sc2c1	-14	-2	-49	0	0	-0.1	26	1	1	-8
Cc1ccc(C(=O)N/C(=C\c2ccco2)C(=O)NCCN2CCOCC2)cc1C	2	-2	5	3	-35	-0.4	27	0	2	-11
COc1ccc(CCNC(=S)Nc2cc(C)ccc2C)cc1	5	-1	9	3	-3	0.0	-13	7	-4	7
CCOC(=O)N1CCN(C(=O)CCNS(=O)(=O)c2cc(Br)cnc2N)CC1	-4	-1	17	0	-12	-0.2	16	1	2	-3
CC1CCN(C(=O)CSc2nc3c(c(=O)n(C)c(=O)n3C)n2C)CC1	2	-2	3	0	-28	-0.4	22	0	0	-4
CCN(CC)CCC(=O)N1c2ccccc2CCc2ccc(NC(=O)OC(C)C)cc21	-5	-1	-1	-4	-31	-0.4	7	-4	3	1
CCN(CC(=O)NCc1ccc(Cl)cc1)C(=O)CSc1ccc(Br)cc1	7	7	6	2	-17	-0.5	20	0	0	7
CC(=O)N1CCN(C(=O)C2(NC(=O)Nc3cccc(F)c3)CCCCC2)CC1	20	2	-30	2	4	-2.9	35	2	-1	40

Compounds were not picked by outcome; overall some 4.7% were active at least once.
